NFkB transloc inh: inhibitors of IL-1B driven NFkB p65 nuclear import, primary screen, imaging, HUVEC, IL-1B stimulus, high-content imaging. HUVEC IL-1B NFkB p65 nuclear translocation imaging. inhibition, % at 2 µM. 94,000 tested, 0.43% active. AID 796, 2007;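 active = inhibition above about 30% together with a positive call from visual inspection of the well image, limit read from the data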;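 note: nuclear over cytoplasmic p65 intensity ratio measured by imaging; 0% = IL-1B stimulated DMSO wells and 100% = unstimulated DMSO wells; values of inactives mirror those of a sister screen read the other way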
IL1B NFkB pot: enhancers of NFkB p65 translocation in HUVEC – imaging, IL-1B stimulus, high-content imaging, primary screen | HUVEC IL-1B NFkB p65 nuclear translocation imaging | activation, % at 2 µM | 94,000 tested, 0.3% active | AID 819, 2007;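 active = activation above 40%, about the mean plus 3 SD, also judged a hit on visual image review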;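 note: percent activation is computed from the nuclear over cytoplasmic p65 intensity ratio; values of inactives mirror those of a sister screen read the other way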
MRP resist rev: reversal of MRP1-mediated doxorubicin resistance, primary screen, H69AR cells, doxorubicin co-treatment; differential viability (reversal), % at 10 µM; H69AR cells + 2 uM doxorubicin, CellTiter-Glo, 72 h; AID 602, 2007; 85,000 tested, 0.04% active;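 active = viability drop by adding the cancer drug above about 55%, with treated viability meeting a 40% cutoff, limit read from the data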;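 note: viability without doxorubicin minus viability with 2 µM doxorubicin for each compound; larger differential means the compound sensitizes cells more to doxorubicin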
Bcl-B TR3 displacers: displacers of TR3 peptide from Bcl-B, primary screen, selectivity assay for Bfl-1 inhibitor project, biochemical, fluorescence polarization; Bcl-2-like protein 10 (Homo sapiens); FP displacement of FITC-TR3 peptide from Bcl-B; higher % means a stronger effect; one-dose displacement, % at 20 µM; IC50 in µM for titrated hits; 96,000 tested, 0.11% active;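 active = displacement above 50% at 20 µM plus a fluorescence interference ratio under 1.5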;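 note: plate controls were wells without compound for no effect and wells lacking Bcl-B protein for full effect; a part of the inactive calls stands beside numbers as strong as those of hits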
PLAP inhibition: PLAP enzyme inhibitors, biochemical, luminescence, HTS (AID 690) | 96,000 tested, 0.08% active | inhibition, % at 20 µM, or IC50 in µM where a hit was titrated | Alkaline phosphatase, placental type (Homo sapiens) | purified PLAP, luminescent substrate; higher % means a stronger effect; in the data active = a potency from the dose series; inactive = the rest, 99 in 100 with inhibition below about 30%; note: strong numbers were not always called active
MRP resist rev cytotoxicity: second read-out of MRP resist rev, no call of its own (marks repeat the call); viability, %; H69AR cells, CellTiter-Glo, 72 h; measured here: cytotoxicity without doxorubicin
MRP resist rev with doxorubicin: further read-out of MRP resist rev, marked with its call; viability, %; measured here: viability with 2 uM doxorubicin; stronger effect = lower value
NFkB transloc inh cell count 2 µM: also measured in NFkB transloc inh; calls as there; cell count; measured here: cells passing quality filter;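 raw number of nuclei counted in each imaged well without normalization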
IL1B NFkB pot cell count 2 µM: second read-out of IL1B NFkB pot, no call of its own (marks repeat the call); cell count; measured here: cells passing quality filter
* = called active by the depositor; · = no result given. Only part of the results is shown; count on the stated rates, not on these rows.

Structure,NFkB transloc inh,NFkB transloc inh cell count 2 µM,IL1B NFkB pot,IL1B NFkB pot cell count 2 µM,MRP resist rev,MRP resist rev cytotoxicity,MRP resist rev with doxorubicin,Bcl-B TR3 displacers,PLAP inhibition
CCN1CCN(c2ccc(NC(=O)c3cccc4ncccc34)cc2)CC1,6,108,-6,108,-7,96,103,·,-60%
CCOC(=O)N1CCN(c2cc(=O)n(Cc3ccc(F)cc3)c(=O)[nH]2)CC1,10,102,-10,102,13,92,79,·,·
O=C1CC(N2CCCCC2)C(=O)N1c1ccccc1 (configuration not stated),2,101,-2,101,-1,82,82,·,·
COC(=O)C1=C(CSc2nc3c(cc2C#N)CN(C)CC3)OC(N)=C(C#N)C1c1ccc(F)cc1 (configuration not stated),-3,154,3,154,4,88,84,·,·
COc1ccc2[nH]c(=O)c(CN(CCc3cccc(C)c3)C(C)=O)cc2c1,9,159,-9,159,·,·,·,1%,-25%
Cc1cc2n(n1)C(c1c[nH]c3ccccc13)Nc1ccccc1-2 (configuration not stated),-20,181,20,181,-7,69,76,0%,-18%
O=C(CN1C(=O)c2ccccc2C1=O)N1CCOCC1,-16,167,16,167,0,93,92,9%,8%
O=C(Nc1ccc2c(c1)OCO2)C1CCCN1C(=O)OCc1ccccc1 (configuration not stated),·,·,·,·,-10,96,107,0%,4%
Cc1cc2c(cc1C)N(C(=O)CSC1=NCCS1)C(C)(C)c1ssc(=S)c1-2,-13,96,13,96,·,·,·,20%,12%
CCCCn1nc(NC(=O)c2cccs2)c2cc3ccccc3nc21,2,129,-2,129,-2,62,64,-1%,4%
O=C(NC(C(=O)N/N=C/c1ccccc1)c1n[nH]c(=O)c2ccccc12)c1ccccc1 (configuration not stated),-2,166,2,166,1,87,86,-10%,4%
O=C(NC1CCN(C(=O)NCc2ccccc2)CC1)c1ccco1,11,183,-11,183,-2,89,91,3%,2%
CCOc1ccc2[nH]c(=O)c(CN(CCCO)C(C)=O)cc2c1,·,·,·,·,5,96,92,-1%,-2%
N#CC(c1ccccc1)(c1ncc(C(F)(F)F)cc1Cl)N1CCOCC1 (configuration not stated),-2,132,2,132,·,·,·,-2%,-27%
Cc1c(Cl)c(C(=O)NNC(=S)Nc2ccccc2)nn1C,-10,171,10,171,·,·,·,1%,-264%

Going on with the list:
Structure,NFkB transloc inh,NFkB transloc inh cell count 2 µM,IL1B NFkB pot,IL1B NFkB pot cell count 2 µM,MRP resist rev,MRP resist rev cytotoxicity,MRP resist rev with doxorubicin,Bcl-B TR3 displacers,PLAP inhibition
Cn1c(SCC(=O)Nc2cccc(NC(=O)c3cccs3)c2)nnc1-c1ccncc1,-5,100,5,100,-6,97,103,-3%,-85%
COc1ccc(/C(N)=N/OC(=O)c2cccc([N+](=O)[O-])c2)cc1OC,-3,200,3,200,-24,68,92,8%,20%
CC(O)C(=O)NCCOCCOCCNC(=O)C(C)O (configuration not stated),-20,68,20,68,-8,92,100,2%,-4%
CC(=O)N=c1sc2nc3ccccc3nc2n1N(C(C)=O)C(C)=O,·,·,·,·,-5,92,97,8%,-22%
O=C(NC1CCCCC1)C(c1ccccc1)N(Cc1ccco1)C(=O)Cn1cnc2ccccc21 (configuration not stated),-2,190,2,190,·,·,·,·,·
Cc1c(C)n(C(=O)CN2CCN(c3ccccn3)CC2)c2ccccc12,-7,117,7,117,-24,97,121,-3%,-22%
C#CCOC(=O)CCCNc1ccc([N+](=O)[O-])cc1[N+](=O)[O-],-7,204,7,204,·,·,·,-11%,9%
COC(=O)c1ccc(Oc2nc(Nc3ccc(F)cc3)nc(N3CCCC3)n2)cc1,-21,180,21,180,-2,46,48,-1%,-2%
CC(C)C(c1nnnn1C1CCCC1)N1CCN(c2ccccc2F)CC1 (configuration not stated),0,106,0,106,14,91,77,2%,-24%
CCCCc1nc2ccccc2n2cc3c(=O)n(C)c(=O)n(C)c3c12,3,48,-3,48,-6,88,94,·,·
CCC(=O)NC(Nc1cc(C)cc(C)n1)(C(F)(F)F)C(F)(F)F,-1,134,1,134,-8,100,108,·,·
CCCNC(=O)c1ccccc1NS(=O)(=O)c1ccc(OC)c(OC)c1,-5,171,5,171,3,94,91,·,·
CCOC(=O)C1CCCN(C(=O)c2sc3nc(-c4ccc(OC)cc4)cn3c2C)C1 (configuration not stated),6,199,-5,199,11,47,36,1%,-27%
COc1ccc(-c2csc(N3CCN(Cc4ccc5c(c4)OCO5)CC3)n2)cc1,0,147,0,147,10,96,86,-5%,6%
CC(C)OC(=O)Cn1cnc2ccc(Br)cc2c1=O,14,87,-14,87,0,90,90,1%,-5%

Filtered by structure, the entries above containing two or more sulfur atoms
Structure,NFkB transloc inh,NFkB transloc inh cell count 2 µM,IL1B NFkB pot,IL1B NFkB pot cell count 2 µM,MRP resist rev,MRP resist rev cytotoxicity,MRP resist rev with doxorubicin,Bcl-B TR3 displacers,PLAP inhibition
Cc1cc2c(cc1C)N(C(=O)CSC1=NCCS1)C(C)(C)c1ssc(=S)c1-2,-13,96,13,96,·,·,·,20%,12%
Cn1c(SCC(=O)Nc2cccc(NC(=O)c3cccs3)c2)nnc1-c1ccncc1,-5,100,5,100,-6,97,103,-3%,-85%

(further entries)
Structure,NFkB transloc inh,NFkB transloc inh cell count 2 µM,IL1B NFkB pot,IL1B NFkB pot cell count 2 µM,MRP resist rev,MRP resist rev cytotoxicity,MRP resist rev with doxorubicin,Bcl-B TR3 displacers,PLAP inhibition
Cc1cccc(Nc2ccccc2)c1,·,·,·,·,7,96,90,-8%,-18%
COc1ccc(-n2c(SCC#N)nnc2-c2cccnc2)cc1,-18,117,18,117,6,82,76,-7%,5%
COc1ccc(CCNc2ncnc3[nH]ncc23)cc1OC,-4,196,4,196,-5,83,88,-4%,-101%
c1csc(C(c2nnnn2C2CCCC2)N2CCOCC2)c1 (configuration not stated),·,·,·,·,-3,84,87,10%,-7%
O=C(c1cccc(Br)c1)N1CCCC1,·,·,·,·,3,95,93,6%,10%
Cc1ccc(-c2csc(=S)n2CC(=O)OCC(=O)NCc2ccco2)cc1,-16,119,16,119,12,73,61,-3%,18%
Cc1cccc(NC(=O)CSc2nnc(CSc3nc(C)cc(C)n3)n2Cc2ccco2)c1,-7,90,7,90,-38,51,89,7%,-51%
O=C(NCC(=O)N(CCN1CCOCC1)C(C(=O)NC1CCCC1)c1cccs1)c1ccco1 (configuration not stated),-6,163,6,163,-18,64,81,4%,-18%
C=CCN(C(C)=O)C1CC(=O)N(c2ccc(OCCC)cc2)C1=O (configuration not stated),3,100,-3,100,5,97,93,1%,-11%
O=C(NCc1cccs1)c1ccc(N2CCCCC2)nc1,-10,151,10,151,-18,83,101,-9%,-15%
Cc1ccc2nc(SCc3ccc([N+](=O)[O-])cc3)[nH]c2c1,0,125,0,125,·,·,·,-13%,-19%
O=C(NC1CCCC1)c1cnc2n(c1=O)CCS2,-9,75,11,75,4,89,84,0%,-13%
Cc1ccnc(N2CCC(C(=O)NNC(=O)c3ccccc3C)CC2)n1,-7,149,7,149,·,·,·,6%,-57%
COc1ccc(OC)c(C2NC(=O)NC(C)=C2C(=O)Nc2ccc(C)cc2)c1 (configuration not stated),·,·,·,·,-20,95,114,1%,8%
Cc1cc(C(F)F)n2ncc(C(=O)NCc3ccccc3)c2n1,-1,183,1,183,6,92,86,-8%,-12%

(continued)
Structure,NFkB transloc inh,NFkB transloc inh cell count 2 µM,IL1B NFkB pot,IL1B NFkB pot cell count 2 µM,MRP resist rev,MRP resist rev cytotoxicity,MRP resist rev with doxorubicin,Bcl-B TR3 displacers,PLAP inhibition
COc1cc(C(=O)n2nc(C)cc2C)cc(OC)c1OC,·,·,·,·,-1,91,92,1%,19%
Nc1cc(N)nc(SCC(=O)c2ccccc2)n1,6,145,-6,145,-11,84,96,-7%,5%
Cc1csc(SCC(=O)c2cc(C)n(Cc3cccs3)c2C)n1,13,63,-13,63,13,86,73,1%,9%
O=C(CN(C(=O)Cn1nnc(-c2cccs2)n1)c1ccc2c(c1)OCCO2)NC1CCCCC1,-2,84,2,84,-10,98,108,-1%,-74%
CCOc1ccc(-c2nc(-c3ccc(OC)c(OC)c3)no2)cc1OCC,1,111,-1,111,-7,95,102,-8%,13%
CCN1CCN(C(c2cccs2)C(C)NC(=O)NC2CCCCC2)CC1 (configuration not stated),-4,178,4,178,5,100,95,2%,-2%
C=CCN=C1SC(CC)C(=O)N1S(=O)(=O)c1ccc(C)cc1 (configuration not stated),-4,181,4,181,6,104,98,-11%,-7%
CN(C)S(=O)(=O)Oc1ccc(Cl)cc1C(=O)Nc1cccc(C(F)(F)F)c1,2,169,-2,169,·,·,·,-10%,-12%
Cc1ccccc1C(=O)Nc1ccc(Br)cn1,-2,201,2,201,-28,51,79,12%,-2%
Cc1ccc(C)c(N2CCN(C(=O)c3ccc(CS(=O)(=O)c4ccccc4C)o3)CC2)c1,-11,158,11,158,-45,15,60,-1%,-51%
Cc1ccc2c(c1)cc(CN(CCc1ccccc1)C(=O)N1CCOCC1)c1nnnn12,8,153,-8,153,-19,58,76,5%,-66%
O=C(CC12CC3CC(CC(C3)C1)C2)N1CCOCC1,-2,125,2,125,·,·,·,-5%,2%
Fc1ccc(OCc2nn3cnnc3s2)cc1,·,·,·,·,-4,91,96,-1%,15%
Cc1ccc(NS(=O)(=O)c2ccc(N3C(=O)CCC3=O)cc2)cc1,7,191,-7,191,·,·,·,-28%,6%
O=C(Nc1ccc2oc(-c3cccnc3)nc2c1)c1cccnc1,-23,119,23,119,9,99,91,7%,11%

(listing goes on)
Structure,NFkB transloc inh,NFkB transloc inh cell count 2 µM,IL1B NFkB pot,IL1B NFkB pot cell count 2 µM,MRP resist rev,MRP resist rev cytotoxicity,MRP resist rev with doxorubicin,Bcl-B TR3 displacers,PLAP inhibition
Cc1ccc(SCC2=NNC(=O)C2)cc1,2,166,-2,166,·,·,·,0%,-88%
COc1cc(OC)cc(C(=O)NC2CC3CCC(C2)N3Cc2ccco2)c1 (configuration not stated),-8,82,8,82,15,92,77,-1%,0%
O=C(NOC(=O)c1ccccc1Cl)c1cccs1,9,104,-9,104,-8,81,89,-4%,-7%
COc1ccc(NC(=O)CC(C(=O)O)N2CCCCC2)cc1 (configuration not stated),0,49,0,49,-13,90,102,-6%,-6%
CCCN(CCC)CCNc1c(N2CCN(C(=O)OCC)CC2)c(=O)c1=O,5,90,-5,90,-5,95,100,-11%,-16%
CCCCn1nnc(NC(=O)c2ccco2)n1,-14,146,14,146,5,93,88,-2%,-2%
CC(=O)Nc1cnn(Cc2ccc(Br)cc2)c1,-1,175,1,175,·,·,·,1%,9%
CCOC(=O)N1CCC(N2C(=O)c3ccc(C(=O)NCc4ccco4)cc3C2=O)CC1,-6,71,6,71,13,96,82,4%,-3%
COc1ccc(CN2CC(C(=O)NCCCOC(C)C)CC2=O)cc1 (configuration not stated),-24,218,24,218,8,98,90,-7%,-35%
CCOc1ccc(NC(=O)C2CC(=O)N(CC)C(=Nc3ccc4c(c3)OCO4)S2)cc1 (configuration not stated),-9,113,9,113,10,86,76,-5%,-2%
Cc1ccc(Nc2nc(N)nc(CSc3nccn3C)n2)c(C)c1,-20,115,20,115,3,79,76,-11%,16%
N#CCCS(=O)(=O)c1nnnn1-c1ccccc1,2,92,-2,92,-1,0,1,2%,1%
CCC(=O)c1cc(F)c(N2CCN(S(=O)(=O)c3ccccc3)CC2)cc1C,-34,71,34,71,5,86,82,1%,14%
Cc1cc(C)cc(N(C(=O)CNC(=O)c2ccco2)C(C(=O)NC2CCCC2)c2cccnc2)c1 (configuration not stated),·,·,·,·,2,101,98,2%,-26%
CCOC(=O)/C(C(N)=NC(C)C)=C(\O)c1ccccc1,-11,119,11,119,3,88,84,·,·
COC(=O)N1CCN(c2ccc(C(C)=O)cc2)CC1,11,124,-11,124,11,98,87,-4%,4%
O=C(Nc1cccc2c1CCCC2)C1CCCN(S(=O)(=O)c2cccc3nonc23)C1 (configuration not stated),-12,89,12,89,-6,45,52,-1%,16%
